# GLP-1R agonist: GLP-1 receptor (human) agonism. P43220. HEK293 GLP-1R CRE-luciferase, luminescence, 4-6 h; cells express a hypersensitive GLP-1R form. Potency, µM (series often up to 45.6 µM), inactives show at the top dose activation, usual class: activators. hit rate 0.007% among 380,000. AID 624172; further: potency means the concentration at half of the fitted maximal effect; % of control where 0% means no effect
# Target sequence (P43220 whole entry, looked up): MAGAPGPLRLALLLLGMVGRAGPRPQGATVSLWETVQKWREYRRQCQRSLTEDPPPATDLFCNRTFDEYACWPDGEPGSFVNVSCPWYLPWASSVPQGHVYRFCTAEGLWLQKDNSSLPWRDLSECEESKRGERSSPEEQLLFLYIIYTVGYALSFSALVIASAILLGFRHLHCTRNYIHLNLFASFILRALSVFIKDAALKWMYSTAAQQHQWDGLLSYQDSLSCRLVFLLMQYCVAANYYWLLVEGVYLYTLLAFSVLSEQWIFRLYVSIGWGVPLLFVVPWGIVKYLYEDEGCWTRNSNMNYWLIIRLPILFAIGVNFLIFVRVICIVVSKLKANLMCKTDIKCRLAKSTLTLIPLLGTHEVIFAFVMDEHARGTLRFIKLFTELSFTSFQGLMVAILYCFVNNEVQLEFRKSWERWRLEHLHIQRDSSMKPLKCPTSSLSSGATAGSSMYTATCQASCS
# D3 ag: agonists of human D3 dopamine receptor; P35462; D3R DiscoveRx beta-arrestin cells, luminescence, 90 min; max activation, %; hit rate 0.58% among 410,000; in the data active means max activation above about 30%; further: 0% is about no effect; mostly tested at two doses, the higher about 12 µM
#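 Agonist-mode cell screen: cells plated at 1500/well and incubated overnight at 37 °C, then exposed to library compounds for 90 min at 37 °C. Detection reagent was added for 30–60 min at room temperature, and luminescence was read.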
# GLP-1R inv ag: inverse agonists of human GLP-1 receptor; HEK293 GLP-1R CRE-luciferase, luminescence, 24 h; GLP-1R form is constitutively active; AID 624417; P43220; Potency, µM (series often up to 38.3 µM), for inactives: top-dose activity change, negative = inhibition, actives largely listed as inhibitors; hit rate 1.6% among 410,000; further: potency means the concentration at half of the fitted maximal effect; on the % scale 0 is the no-effect control and ±100 the full control effect; nearly all actives have a fitted effect of over 55% in size
#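 qHTS in 1536-well format: reporter HEK293 cells expressing constitutive GLP-1R activity in DMEM + 10% Nu serum, 24 hr with compounds at 37 deg C, luminescence read after 12 min with detection reagent.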
# PTHR1 agonist: PTHR1 (human) receptor agonism; Q03431; HEK293 GP2 PTHR1 cells, GloSensor cAMP luminescence, 1 h; Potency, µM (doses to about 115 µM), for inactives: at the highest dose activation, most hits filed as activators; hit rate 0.075% among 410,000; AID 743266; further: potency means the concentration at half of the fitted maximal effect; nearly all actives have a fitted effect of over 55% in size; some results filed as inactive show a strong effect at the top dose; inactives centre near -15; many of its hits are not listed in these tables
# Target sequence (Q03431 whole entry, looked up): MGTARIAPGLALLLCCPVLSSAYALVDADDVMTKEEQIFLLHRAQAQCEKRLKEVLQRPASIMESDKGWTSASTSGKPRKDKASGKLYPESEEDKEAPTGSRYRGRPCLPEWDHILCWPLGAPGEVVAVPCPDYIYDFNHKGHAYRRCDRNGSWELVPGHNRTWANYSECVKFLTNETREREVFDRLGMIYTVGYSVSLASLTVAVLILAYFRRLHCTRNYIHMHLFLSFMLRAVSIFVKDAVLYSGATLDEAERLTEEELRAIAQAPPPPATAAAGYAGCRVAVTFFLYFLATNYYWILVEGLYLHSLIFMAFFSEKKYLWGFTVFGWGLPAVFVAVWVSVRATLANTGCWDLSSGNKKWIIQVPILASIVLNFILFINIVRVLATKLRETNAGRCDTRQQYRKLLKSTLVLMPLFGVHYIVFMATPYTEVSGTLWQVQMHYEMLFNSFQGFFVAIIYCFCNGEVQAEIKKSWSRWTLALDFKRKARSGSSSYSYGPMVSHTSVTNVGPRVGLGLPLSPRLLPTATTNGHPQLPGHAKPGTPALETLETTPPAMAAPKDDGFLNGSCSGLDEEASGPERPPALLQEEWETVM
#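 HEK-293-derived GP2 cells expressing PTHR1 and a GloSensor cAMP reporter, 3,000/well, plated overnight, given luciferin plus IBMX (each 0.5 mM as added) for 1 h at 37 °C, then compound for 1 h at 37 °C. Luminescence was read after 15 min at room temperature.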
# DRD3 antagonist: blocks the human D3 dopamine receptor; D3R cells, DiscoveRx beta-arrestin luminescence, antagonist mode; active compounds read low; max response, negative = inhibition, %; hit rate 2.5% among 360,000; AID 652054; in the data active means max response below about -50%; inconclusive means no clear call, values can overlap the other calls; further: on the % scale 0 is the no-effect control and ±100 the full control effect; mostly tested at two doses, the higher about 12 µM
#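 Cells expressing the human receptor were seeded at 1500 cells/well, incubated overnight at 37 degrees C in 5% CO2, then exposed to library compounds with dopamine controls for 90 minutes at 37 degrees C before luminescent detection.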
# aSyn yeast inh: inhibitors of alpha-synuclein toxicity in yeast | AID 652106 | hit rate 0.14% among 370,000 | Yeast expressing alpha-synuclein, growth rescue, BacTiter-Glo, 24 h | Potency, µM (highest dose often 46.1 µM), for inactives: top-dose growth rescue (activation), usual class: activators; further: potency means the concentration at half of the fitted maximal effect; % of control where 0% means no effect; nearly all actives have a fitted effect of over 65% in size
#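 Galactose-induced alpha-syn yeast (OD600=0.02, raffinose-pregrown) + pinned cpd, 24 hr, 30 deg C; growth by BacTiter-Glo luminescence. Growth restoration scores as activation.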
# GLP1R cytotox: cytotoxic in the GLP-1 receptor inverse agonist counter-screen; AID 624418; hit rate 0.13% among 410,000; HEK293 cAMP-luciferase reporter cells, luminescence, 24 h; Potency, µM (top dose mostly 38.3 µM), inactives show top-dose activity change, negative = inhibition, most hits filed as inhibitors;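 further: loss of luciferase light is scored as toxicity; potency means the concentration at half of the fitted maximal effect; on the % scale 0 is the no-effect control and ±100 the full control effect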
#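 Compound-treated cells are incubated 24 hr at 37 deg C under 5% CO2 after a 12 hour attachment period, then luciferase detection reagent is added and luminescence is measured following 12 min at room temperature; lowered signal indicates toxicity.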
# KB-V1 cytotox: KB-V1 MDR subline cytotoxicity. AID 1347076. hit rate 3.4% among 400,000. KB-V1 MDR cells viability, CellTiter-Glo, 72 h. Potency, µM (top dose mostly 46.1 µM), for the others: at the highest dose activity change, negative = cytotoxicity, hits mostly cytotoxic; further: potency means the concentration at half of the fitted maximal effect; on the % scale 0 is the no-effect control and ±100 the full control effect; nearly all actives have a fitted effect of over 60% in size
#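 In this primary screen, KB-V1 cells overexpressing P-gp are incubated with library compounds (lowest to highest concentration) for 72 h at 37 degrees C before a luminescent ATP viability read.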
# TDP43 rescue: inhibitors of TDP-43 toxicity in yeast | TDP-43 expressing yeast growth rescue, BacTiter-Glo, 24 h | Potency, µM (doses to about 46.1 µM), inactives show at the top dose growth rescue (activation), actives largely listed as activators | hit rate 1.8% among 410,000 | AID 652104; further: potency means the concentration at half of the fitted maximal effect; % of control where 0% means no effect; nearly all actives have a fitted effect of over 50% in size
#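 Growth rescue of TDP-43-toxic yeast measured as ATP luminescence (BacTiter-Glo). Cells grown to mid-log in raffinose, induced in galactose at OD600=0.02, exposed to compound 24 hr at 30 deg C.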
# The depositor's hits bear a star; i = inactive; ? = inconclusive; · = no result given; & = joins results of further samples; [ ] = another dose, or the depositor's remark. Unless noted, the call rests on the fitted dose curve; in most records, active means well fitted curve in the direction sought with a large enough effect; inconclusive means small, poorly fitted or top-dose-only effect, or another doubt; inactive means no such curve, though single readings can be large; an effect the other way counts as inactive or inconclusive.
Compound	GLP-1R agonist	D3 ag	GLP-1R inv ag	PTHR1 agonist	DRD3 antagonist	aSyn yeast inh	GLP1R cytotox	KB-V1 cytotox	TDP43 rescue
COc1cc(C=C2C(=O)NC(=O)NC2=O)cc(OC)c1OC	-13.7%	-1.4	-2.7%	-9.7%	-2.6	9.1%	-34.9%	3.0%	-1.4%
O=C(Cn1cnc2ccccc2c1=O)NCCC(=O)N1CCC2(CC1)OCCO2	-6.7%	1.3	-2.5%	i	11.8	3.6%	-10.8%	25.9%	1.6%
CSc1ccc(C(=O)C2CCCN(Cc3ccn[nH]3)C2)cc1 (configuration not stated)	9.0%	-11.8	?	i	2.6	2.9%	0.9%	-9.6%	-4.1%
Cc1ccc(-n2c(O)c(C=NCc3ccco3)c(=O)[nH]c2=S)cc1C	0.0%	-7.2	5.1%	-12.9%	14.0	0.1%	12.2%	?	-11.8%
O=C(c1ccc(Cl)c(Cl)c1)N1CCC(=O)N([C@H](COCc2ccccc2)Cc2ccccc2)CC1	-0.2%	2.2	?	-11.3%	-16.8	24.0%	-26.4%	?	14.4%
Cc1cc(N2C(=O)C3CCCN3C2c2cccc(Cl)c2)no1 (configuration not stated)	0.6%	-3.4	8.1%	i	4.9	-1.8%	-12.8%	-2.6%	-8.4%
CC[C@H](C)/C=C(C)/C=C/C1=CC2=C(Cl)C(=O)[C@@](C)(OC(C)=O)C(=O)C2=CO1	-6.2%	2.1	?	-48.7%[inhibitor]	10.1	-83.3%[inhibitor]	14.7%	18.9%	?
CCCC(=O)NC(NC(=S)Nc1ccc(N=Nc2ccccc2)cc1)C(Cl)(Cl)Cl (configuration not stated)	-13.1%	-5.4	?	-19.2%	?	1.1%	?	18.4µM*	14.6%
O=C1NC(=O)N(c2cccc(F)c2)C(=O)/C1=C/c1ccc(N2CCOCC2)cc1	-6.0%	7.3	14.0%	-7.7%	4.5	-5.3%	0.7%	19.4%	7.6%
CCCCn1c(O)c(C(CC)=Nc2ccc(OC)cc2OC)c(=O)[nH]c1=O	1.6%	-1.4	?	-21.0%[57.5 µM]	31.7	0.6%	?	20.6µM*	8.4%
CN(C)c1ccc(/C=C2/C(=O)NC(=O)N(Cc3ccco3)C2=O)cc1	-3.7%	2.2	1.1%	i	7.9	-3.9%	-2.2%	17.5%	6.8%
COC(=O)C1=C(c2ccc(F)cc2OCc2ccccc2)C[C@@H]2CC[C@H]1N2C(=O)NCCCOC(C)C	3.3%	-13.8	?	-2.9%	-6.6	1.3%	3.5%	-18.7%	24.3%
CN(C)P1(=O)N(C)CCN1C	-1.4%	-0.1	20.9%	-18.7%	13.9	1.6%	-2.0%	-3.9%	14.3%
Fc1cccc(-c2ccc3c(c2)CN(C(=S)NCCc2ccccc2)Cc2cnnn2-3)c1	-0.4%	-10.2	?	-15.5%	-4.3	17.7%	-13.3%	?	?
COc1ccc(-c2ccc3c(c2)CN(C(=O)CCc2ccccc2)Cc2cnnn2-3)cc1	-4.5%	-6.0	-16.0%	-13.3%	-22.5	-3.1%	-1.6%	0.0%	?
COc1c2c(cc3c1OCO3)CC[N+](C)=C2	-5.2%	0.0	8.4%	-21.0%	-9.8	0.2%	9.7%	4.7%	-4.1%
CCOc1ccc(CCNC(=O)c2cc3c(-c4ccc(OC)c(OC)c4)nn(C)c3s2)cc1OCC	·	0.4	?	-19.7%	·	·	-24.5%	23.1µM*	12.3%
Oc1ccc(CC2(N3CCCC3)CCCCC2)cc1	-6.1%	-2.6	-5.8%	-5.4%	-10.2	-7.0%	4.2%	13.2%	-14.1%
C/C(CC(=O)Nc1ccc(Cl)c(C(F)(F)F)c1)=N\NC(N)=S	1.9%	-4.6	10µM*	i	-12.5	4.8%	?	?	16.6%
c1ccc(-c2ccc(-c3n(-c4ccccn4)c4ccccc4[n+]3-c3ccccn3)cc2)cc1	-0.6%	1.2	?	-39.6%[inhibitor]	3.5	-0.7%	-17.1%	?	-4.8%
COc1ccc(S(=O)(=O)NCc2ccc(C(=O)N3CCC4(CC3)OCCO4)cc2)cc1	4.1%	1.7	0.0%	?	-8.2	-10.1%	2.3%	20.1%	-33.2%
COc1ccc(OC)c(N2C(=O)NC(=O)/C(=C\c3ccc([N+](=O)[O-])s3)C2=O)c1	18.9%	0.2	5.5%	-11.4%	-6.0	5.1%	-23.3%	-13.5%	-94.5%[inhibitor]
CN(C)c1ccc(Cc2ccc(N(C)C)cc2)cc1	6.9%	-0.9	?	-86.9%[inhibitor]	1.8	-10.1%	4.3%	0.0%	1.4%
CCN(CC)C(=O)c1ccc(NC(=O)C2=C(C)OCCS2)cc1	-3.1%	-9.0	14.3%	i	-10.3	1.8%	6.6%	-17.8%	-9.6%
Cc1ccc([C@H]2C[C@H](O)[C@@H](n3cc(COC(=O)c4ccccc4)nn3)CN2C(=O)C2CCCCC2)cc1	6.0%	-6.6	?	-7.9%	?	7.9%	-16.5%	0.0%	11.7%
CN1C(=O)C(C2CCCCC2)C(=O)N(C)C1=O	1.4%	7.3	5.3%	-3.1%	0.0	0.2%	1.4%	2.1%	9.2%
CC1(C)COC(Nc2cccc(Cl)c2)=N1	-5.2%	13.5	2.3%	-1.2%	-54.8*	-2.5%	12.9%	-14.7%	3.6%
Cc1ccccc1C1=NCC(=O)N(CC(=O)NCc2ccco2)c2sc3c(c21)CCCC3	0.7%	6.2	14.4%	-9.5%[57.5 µM]	13.6	6.6%	?	18.4µM*	-1.6%
CCN(CC)P(=O)(NC(=O)C(Cl)(Cl)Cl)N(CC)CC.[Cl-].[Cl-].[Cl-].[Nd+3]	0.4%&-2.3%	1.7&-0.5	?	i	1.4&-13.3	-3.4%&4.3%	-26.2%&2.2%	?	0.0%&-4.0%
CC12CCCCC1=NC(c1ccc(Br)cc1)N2O (configuration not stated)	-2.8%	-2.9	-1.0%	i	-12.6	1.8%	5.2%	-28.2%	-14.7%
COc1cc(CNCCO)cc(Cl)c1OCc1ccc(Cl)cc1Cl	6.2%	-9.0	?	i	-29.2	-11.7%	?	-12.7%	-28.4%
O=C1NC(=O)C(=Cc2ccc(Sc3ccccc3)o2)C(=O)N1	0.6%	-3.3	-23.0%	-5.0%	-22.3	-9.9%	?	?	-62.2%[inhibitor]
CCSc1nnc(C(N)Cc2ccccc2)o1 (configuration not stated)	19.6%	-3.4	19.7%	i	-9.2	-5.8%	15.9%	19.1%	-8.6%
Cc1ccsc1/C=N/NC(=O)c1cccc(S(=O)(=O)Nc2ccccc2Cl)c1	6.4%	1.4	-11.3%	-40.7%[inhibitor]	-23.0	-2.5%	-15.7%	-29.0%	4.5%
O=C(NCC1=C(c2ccc3ccccc3c2)C[C@@H]2CC[C@H]1N2Cc1ccco1)c1nccs1	7.5%	-7.3	?	-4.1%	-5.0	19.5%	21.0%	0.0%	0.0%
CCCCN1CCC(C#N)(Nc2ccccc2)CC1	-3.6%	-0.8	-0.7%	i	10.7	3.7%	-0.9%	21.5%	-2.3%
N#CCCn1cc(C(=O)O)c(-c2cccc([N+](=O)[O-])c2)n1	-1.5%	3.2	7.7%	?	5.8	6.2%	3.2%	9.4%	16.1%
COC(=O)C1C(C(=O)O)C2(Cl)C(Cl)=C(Cl)C1(Cl)C2(Cl)Cl (configuration not stated)	2.3%	-12.9	?	i	-13.8	0.9%	-9.9%	16.3%	2.9%
O=C(NCC1=C(c2cccc3ccccc23)C[C@@H]2CC[C@H]1N2Cc1ccco1)c1ccncc1	14.2%	-13.7	?	-14.5%	-8.9	-0.3%	-3.8%	-15.5%	8.1%
Cc1cccc(-n2c(C)nc3cc(C(=O)N4CCC5(CC4)OCCO5)ccc32)c1	3.9%	-4.3	-4.0%	i	-5.1	0.6%	?	-0.3%	-26.5%
Cn1cc(C(=O)OCC(=O)NC2(C#N)CCCC2)c2ccccc21	15.7%	4.4	-4.9%	i	0.8	5.8%	2.6%	6.6%	5.5%
O=c1[nH]c(=O)n(Cc2ccco2)c(O)c1C=NCc1ccco1	-8.5%	0.3	6.1%	-7.5%[57.5 µM]	5.1	5.2%	0.4%	4.0%	-2.5%
C=CCc1ccccc1OCCn1c(C2CC(=O)N(Cc3ccc(F)cc3)C2)nc2ccccc21 (configuration not stated)	·	-5.0	?	-18.1%	·	·	-17.8%	?	9.5%
COc1ccc(C=C(C#N)c2ccc(OC)cc2)cc1	-8.2%	-1.6	-13.0%	-51.4%	-16.9	-17.5%	-4.0%	?	?
Cc1ccc2c(c1)N(C(=O)CCC(=O)N1CCC3(CC1)OCCO3)CC(C)O2 (configuration not stated)	0.1%	0.5	-8.3%	i	-19.7	9.2%	-1.8%	-7.1%	6.8%
O=C(O)c1c[nH]c2ccc(S(=O)(=O)N(CCCl)CCCl)cc12	-3.7%	0.7	0.0%	11.2%[57.5 µM]	-2.8	-8.8%	-6.0%	1.9%	-7.7%
Cc1nc2ncnn2c(C)c1CCC(=O)N1CCC2(CC1)OCCO2	0.6%	-6.3	0.0%	-10.3%[57.5 µM]	6.0	-5.5%	5.7%	-4.2%	12.2%
CCOc1cccc(N2C(=O)CC(=O)NC2=O)c1	-6.5%	0.3	8.6%	-3.6%[57.5 µM]	-7.3	1.1%	0.2%	11.8%	13.2%
CCC1(C)CC(C(N)=S)CCO1 (configuration not stated)	-2.3%	-6.4	11.8%	8.3%	14.7	-36.3%[inhibitor]	17.3%	3.9%	-94.3%[inhibitor]

# Screening results from PubChem.

# Only part of the results is shown (hit frequency here may not be typical).
